# Bioassay records: PubChem, several laboratories
# DNA FID counter: displaces DNA intercalator in HCV helicase counter-screen | DNA fluorescent intercalator displacement, fluorescence | inhibition, % at 7.9 µM | 290,000 tested, 0.17% active; in the data active means inhibition above about 37%;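 further: 0% = vehicle and 100% = reference compound; higher means more ethidium bromide displaced from hairpin DNA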
# MEKK3 PB1 HTS: modulators (inhibitors or enhancers) of MEK5 binding to human MEKK3 PB1 domain; binding response (% of control), % at 10 µM; 290,000 tested, 1.4% active; Q99759; AID 1529; bead-based flow cytometry, Alexa488-MEK5 binding to MEKK3; actives lie on both sides; 0 = blocked by unlabeled MEK5, 100 = vehicle;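 active means binding response more than 3 SD above or below the average of its plate-row segment, actives on both sides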;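 further: Alexa488 bead fluorescence after subtracting the streptavidin-only scavenger bead signal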
# Target sequence (Q99759 whole entry, looked up, the tested form may be a part): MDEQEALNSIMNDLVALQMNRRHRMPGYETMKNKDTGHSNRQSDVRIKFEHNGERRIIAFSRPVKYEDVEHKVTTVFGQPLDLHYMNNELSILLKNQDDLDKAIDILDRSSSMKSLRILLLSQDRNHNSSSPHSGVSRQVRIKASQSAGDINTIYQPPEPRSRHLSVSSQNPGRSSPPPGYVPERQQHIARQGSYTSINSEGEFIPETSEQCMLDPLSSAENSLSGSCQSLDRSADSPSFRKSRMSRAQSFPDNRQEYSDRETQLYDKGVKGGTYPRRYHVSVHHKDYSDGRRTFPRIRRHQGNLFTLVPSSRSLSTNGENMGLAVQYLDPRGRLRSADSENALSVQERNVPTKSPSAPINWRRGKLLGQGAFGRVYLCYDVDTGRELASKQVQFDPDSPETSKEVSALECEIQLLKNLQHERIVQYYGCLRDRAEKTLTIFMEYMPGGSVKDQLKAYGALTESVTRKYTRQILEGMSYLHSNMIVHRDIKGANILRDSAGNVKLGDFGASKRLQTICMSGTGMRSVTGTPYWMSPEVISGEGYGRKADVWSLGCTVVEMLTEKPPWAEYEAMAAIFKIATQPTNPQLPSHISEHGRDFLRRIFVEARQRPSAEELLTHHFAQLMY
# MEKK2 WT-MEK5: raises or lowers MEK5 binding to wildtype human MEKK2 PB1 domain; 290,000 tested, 1.1% active; Q9Y2U5; binding response (% of control), % at 10 µM; bead flow cytometry, Alexa488-MEK5 binding to MEKK2 WT; actives lie on both sides; in the data active means binding response below about 67% or above about 130%
# GalR3 antagonist: antagonists of human GalR3; O60755; HEK293 GalR3-CNG cAMP membrane potential fluorescence; galR3 body fused to GalR1 C-terminus; inhibition, % at 3 µM; 360,000 tested, 0.44% active; AID 651719;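 active means inhibition above the screen-wide average plus 3 SD, cut at about 13% in these data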;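 further: forskolin and galanin both at EC90 stimulate the cells; cAMP rise reported by CNG channel membrane potential dye signal; 0% = forskolin plus galanin with DMSO and 100% = forskolin alone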
# Target sequence (O60755 1-299 limits assumed): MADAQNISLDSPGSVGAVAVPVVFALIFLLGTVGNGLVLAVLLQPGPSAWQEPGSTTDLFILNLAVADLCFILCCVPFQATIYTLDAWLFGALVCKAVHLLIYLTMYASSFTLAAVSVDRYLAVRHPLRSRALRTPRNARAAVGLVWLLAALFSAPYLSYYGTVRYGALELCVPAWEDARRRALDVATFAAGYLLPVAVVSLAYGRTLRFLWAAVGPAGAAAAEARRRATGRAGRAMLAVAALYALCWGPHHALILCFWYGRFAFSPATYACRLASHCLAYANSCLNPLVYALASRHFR
# NS3 helicase inh: blocks Hepatitis C virus NS3 helicase unwinding. NS3 helicase DNA unwinding, Cy5 molecular beacon fluorescence. inhibition, % at 10.9 µM. 290,000 tested, 0.56% active;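 active means inhibition above the mean of all tested compounds plus 3 SD, set per campaign, cut at about 35% in these data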;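 further: 0% = DMSO wells and 100% = thioflavine S control wells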
#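 System: HCV NS3 helicase fragment; control set: DMSO and thioflavine S; technique: Cy5 fluorescence at 0 and 60 min, beacon hairpin quenching; reagent: beacon DNA duplex substrate plus ATP; replicates: singlicate; schedule: 1 h reaction at 25 °C, ATP-initiated; medium: MOPS buffer pH 6.5 with MgCl2, DTT, Tween20, BSA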
# SUMO HTRF inh: blocks human SUMOylation mediated by UBC9 | 290,000 tested, 0.36% active | inhibition, % at 35 µM | P63279 | HTRF SUMOylation assay, SAE1/SAE2 + UBC9, in vitro; in the data active means inhibition above about 50%, passing the limit was not always enough; further: strong numbers were not always called active
# CRFBP-R2 agonist: agonists of human CRF-binding protein/CRF-R2 receptor complex; HEK293 CRF-R2/CRF-BP, calcium dye fluorescence (FLIPR); percent of saturating CRF peptide response; activation, % at 13.2 µM; 350,000 tested, 0.46% active;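 active means activation of at least 50%, plus an integration ratio under a set limit after plate pattern correction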;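 further: plate controls were neutral control wells without compound for no effect and CRF at EC100 for full effect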
# MEKK2mut PB1 HTS: signal of MEK5 binding to mutant human MEKK2 PB1 domain. bead flow cytometry, Alexa488-MEK5 binding to MEKK2 mutant. percent response, % at 10 µM. 290,000 tested, 0.35% active. AID 1530; in the data active means percent response above about 24%, passing the limit was not always enough; further: inactives centre near 1; some results filed as inactive read as strong as hits
# CRFBP-R2 block: CRF-BP/CRF-R2 complex antagonism. 350,000 tested, 0.59% active. inhibition, % at 11.8 µM. HEK293 CRF-R2/CRF-BP, CRF-induced calcium fluorescence;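 active means inhibition of the ligand-induced calcium signal above about 50% at the single tested concentration, limit read from the data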
# Numbers without * were called inactive; nt = not tested or not shown; [ ] = dose if it differs, or a comment. These rows are one share of the data. The share of hits here may be higher or lower than overall.
SMILES,DNA FID counter,MEKK3 PB1 HTS,MEKK2 WT-MEK5,GalR3 antagonist,NS3 helicase inh,SUMO HTRF inh,CRFBP-R2 agonist,MEKK2mut PB1 HTS,CRFBP-R2 block
COc1ccccc1N1CCN(C(=O)C(C)N(c2ccc(C)c(C)c2)S(C)(=O)=O)CC1 (centres undefined),-38,97,98,-6,-4,-2,-1.4,2,4
COc1cccc(CNC(=O)C2CCCN(S(=O)(=O)c3cnc[nH]3)C2)c1 (centres undefined),0,112,110,-3,2,-1,-1.1,4,-2
CCOC(=O)c1ccc2c(c1)n(CCCS(=O)(=O)[O-])c(/C=C/c1ccc(Cl)cc1)[n+]2CC,-24,93,93,-3,-2,29,0.4,-3,-12
CCCc1cc(=O)[nH]c(SCCOC(=O)c2ccccc2)n1,-12,103,103,-4,8,13,-0.4,0,7
CC(=O)NC1C2CN3CCN(C2)CC1(Cc1ccccc1)C3 (centres undefined),-1,99,104,4,-4,1,-2.0,1,-47
O=C(/C=C/c1ccc([N+](=O)[O-])cc1)NCc1cccnc1,1,nt,nt,-4,8,-7,1.4,nt,15
CN1CCC/C1=C/C=C1\SC(=S)NC1=O,7,151*,112,-3,14,-15,149*,1,-132
Cc1cc(SCC(=O)NCC2CCCO2)nc2ccccc12 (centres undefined),-16,103,100,-1,3,1,7.6,-1,-12
Cc1ccc(NS(=O)(=O)c2ccc(OCC(=O)NCC3CCCO3)cc2)cc1 (centres undefined),-22,103,103,6,-7,-7,0.6,-2,0
CC1=C(C(=O)N2CCN(c3cc(C)ccc3C)CC2)C2(CCC(C)CC2)OC1=O (centres undefined),-9,111,92,nt,-6,4,nt,15,nt
CCOC(=O)C1=NN(c2cccc(Cl)c2)C2=NC(C)=C(C(=O)OC)C(c3cccs3)N12 (centres undefined),3,109,111,-3,4,0,8.1,2,-4
CC(=O)Oc1ccc(-c2cccc(C(=O)OCC(=O)N(C)c3ccccc3)c2)cc1,-25,98,82,-3,4,-21,3.8,-9,-27
C=CCn1c(SC(C)C(=O)NCc2ccc3c(c2)OCO3)nc2scc(-c3ccccc3)c2c1=O (centres undefined),-13,97,91,-4,3,-12,0.1,-1,19
COc1ccc(N2C(=O)CCC(C(=O)N3CCOCC3)C2c2ccc(F)cc2)cc1 (centres undefined),-9,104,104,-1,-4,-6,-0.1,-1,-16
O=C(O)C1CCN(S(=O)(=O)c2ccc(N3CCOCC3)c([N+](=O)[O-])c2)CC1,-20,103,96,-1,-26,7,-1.1,-5,-16
FCCCOc1ccc(-c2nccc(-c3ccc(Cl)cc3)n2)cc1,-2,77*[inhibitor],91,-2,-6,15,2.9,-15,0
COc1cccc(-n2ccnc2SCC(=O)Nc2ccccc2F)c1,-17,72,74,0,-1,-4,1.4,-13,3
Cc1cccc(NC(=S)NC(=O)CC2CC(C)(C)OC2=O)c1 (centres undefined),-17,107,94,-5,9,6,1.0,-2,-11
COc1ccc(C(=O)NNC(=S)NC(=O)c2cc(-c3ccccc3)nc3ccccc23)cc1,-14,nt,nt,-4,16,-67,44,nt,-34
CCOc1cc(C(=O)N/N=C/C(Br)=C/c2ccccc2)cc(OCC)c1OCC,-20,101,96,-11,-8,-1,0.8,7,-6
CCOC(=O)C(C)n1cnc2c(cnn2-c2ccc(Cl)cc2)c1=O (centres undefined),-2,96,95,-1,-4,7,-2.3,0,9
CCN(CC)c1ccc(S(=O)(=O)N2CCOCC2)cc1NC(=O)CSc1cccc[n+]1[O-],-15,106,100,-1,-11,12,4.2,6,-1
CCC1=C2CC[C@H]3C(=O)N(c4ccccc4)C(=O)[C@H]3[C@H]2[C@@]2(C)C(=NCC(=O)OC)OC(=O)N2C1=O,nt,95,94,1,nt,4,0.0,6,3
CC(C)COc1ccc(C(=O)OCCN2CCOCC2)c(O)c1,-5,112,112,-2,-7,5,2.3,14,7
CN(C)CC#CCCCCCCC#CCN(C)C,12,103,108,nt,-1,-12,nt,5,nt
# The list continues.
SMILES,DNA FID counter,MEKK3 PB1 HTS,MEKK2 WT-MEK5,GalR3 antagonist,NS3 helicase inh,SUMO HTRF inh,CRFBP-R2 agonist,MEKK2mut PB1 HTS,CRFBP-R2 block
Fc1ccc(Nc2ccnc(C(F)(F)F)c2)cc1,-3,101,105,-13,-8,-10,-2.6,2,3
Nc1ccc2nn(-c3ccccc3)nc2c1,-1,53,56,-3,33,66*,0.7,-12,1
O=c1[nH]c(SCc2ccccc2)nnc1-c1ccccc1,-13,89,97,-6,36,-17,0.8,2,16
O=C(CCSCc1ccccc1F)NCc1cccs1,-6,97,97,-2,-3,-6,-7.3,-3,22
O=C(O)CCn1c(Cc2ccccc2)nc2ccccc21,-1,105,102,-4,9,2,-1.2,3,19
CCOCCc1nnc(NC(=O)c2cc(OC)c(OC)c(OC)c2)s1,-22,94,94,-2,0,13,0.4,-2,-15
CCOc1ccc2[nH]c(S(=O)(=O)CC)nc2c1Cl,3,99,101,-3,1,10,-1.1,2,1
CC(=O)Nc1ccc(OCC(O)CN2CCN(c3ccc(F)cc3)CC2)cc1 (centres undefined),-6,104,102,-4,33,14,0.2,2,-1
Cc1cc(-c2csc3ncnc(N4CCN(C)CC4)c23)cc(C)c1C,0,102,108,-4,-19,3,-1.2,6,-27
O=C(CSCc1ccccc1)N=Nc1c(O)[nH]c2ccccc12,-5,103,102,4,-19,-9,-11,-1,-47
O=C(CN1CCN(c2ccccc2O)CC1)NC(=O)NCc1ccco1,-4,107,114,-2,5,9,-0.3,20,-5
OCCC1CN(Cc2ccc(F)cc2)CCN1CCc1ccccc1 (centres undefined),6,98,104,-9,10,3,1.8,9,-2
NNC(=O)CSc1nc(-c2ccccc2)cn1-c1ccccc1,-23,95,94,-4,-7,0,-5.1,-3,-3
Cc1c(C(=O)NCC2COc3ccccc3O2)oc2ccc(S(=O)(=O)N3CC(C)CC(C)C3)cc12 (centres undefined),-5,102,101,-7,-2,-10,7.8,0,-9
Cc1cc2cc(CNC(=O)c3ccc(S(=O)(=O)N4CCCCC4)cc3)ccc2n1C,-25,93,90,nt,-12,-128,14,3,1
O=C(OCc1ccc(F)cc1)c1cc(=O)c2ccccc2o1,-17,104,102,-7,2,12,-0.7,6,-10
CN(c1ccc(C(=O)N2CCOCC2)cc1[N+](=O)[O-])C1CCCCC1,-18,99,103,-5,2,-10,-0.2,6,-21
CCC/C(=C1/C(=O)CC(C)(C)C(C(=O)OC)C1=O)N1CCCC1 (centres undefined),-6,97,100,-2,3,-14,2.7,-6,15
O=C(Cc1cccs1)N1CCN(C(=O)C2CCCO2)CC1 (centres undefined),-2,106,109,0,-4,-8,0.2,6,15
CCc1nnc(NC(=O)CSc2nnc(-c3ccccc3O)n2CC)s1,-24,89,90,-7,-1,14,-0.4,-6,4
CCOC(=O)Cn1c(=NC(=O)CSC(C)=O)sc2ccccc21,-9,106,107,nt,-5,0,-3.3,6,-10
COCCSc1nnc(NC(=O)C2CC(=O)N(c3ccc(Cl)cc3)C2)s1 (centres undefined),-20,77,80,-2,-5,5,8.3,-26,-1
N#Cc1ccccc1NC(=O)CC1c2ccccc2Oc2ccccc21,-16,99,96,5,-2,-3,-0.7,1,1
CC1CCN(c2ccc3nnc(CCC(=O)NCCCOC(C)C)n3n2)CC1,-30,101,99,-7,-7,-4,-2.6,-2,8
CN(C)C(=O)COc1ccc2ccc(=O)oc2c1,0,100,97,-4,-1,-2,-0.7,2,-28
# New compounds follow.
SMILES,DNA FID counter,MEKK3 PB1 HTS,MEKK2 WT-MEK5,GalR3 antagonist,NS3 helicase inh,SUMO HTRF inh,CRFBP-R2 agonist,MEKK2mut PB1 HTS,CRFBP-R2 block
CCn1c(C)c(C)c2cc(C(=O)N3CCN(c4ccccc4)CC3)ccc21,-46,102,102,1,-3,13,-0.3,0,-10
CCCn1c(=O)n(C)c(=O)c2c(SCC(=O)NC34CC5CC(CC(C5)C3)C4)nc(CC(C)C)nc21,-4,116,101,-2,2,-11,1.7,0,-25
O=[N+]([O-])c1ccccc1S(=O)(=O)N1CCN(Cc2cc3c(cc2O)OCO3)CC1,6,110,93,7,18,-7,1.1,7,3
COc1ccc(CCN2CC(C(=O)N(C)CC(=O)Nc3cccc(F)c3)CC2=O)cc1OC (centres undefined),-30,99,103,0,-6,2,1.1,0,-5
Cc1ccc(NS(=O)(=O)c2ccc(NC(=O)C3CC3)cc2)c(C)c1,-9,104,102,1,-9,-20,-1.7,7,8
CC(=O)Nc1cccc(NC(=O)CSc2nc(C)c(C)c(C)c2C#N)c1,-16,92,93,-2,-7,38,-2.8,-5,15
CCC(C)NC(=O)CSc1nc2scc(-c3ccccc3)c2c(=O)[nH]1 (centres undefined),-11,106,101,-3,2,-6,-0.7,2,9

# 7 of the compounds above, bar-delimited.
SMILES | DNA FID counter | MEKK3 PB1 HTS | MEKK2 WT-MEK5 | GalR3 antagonist | NS3 helicase inh | SUMO HTRF inh | CRFBP-R2 agonist | MEKK2mut PB1 HTS | CRFBP-R2 block
CCn1c(C)c(C)c2cc(C(=O)N3CCN(c4ccccc4)CC3)ccc21 | -46 | 102 | 102 | 1 | -3 | 13 | -0.3 | 0 | -10
CCCn1c(=O)n(C)c(=O)c2c(SCC(=O)NC34CC5CC(CC(C5)C3)C4)nc(CC(C)C)nc21 | -4 | 116 | 101 | -2 | 2 | -11 | 1.7 | 0 | -25
O=[N+]([O-])c1ccccc1S(=O)(=O)N1CCN(Cc2cc3c(cc2O)OCO3)CC1 | 6 | 110 | 93 | 7 | 18 | -7 | 1.1 | 7 | 3
COc1ccc(CCN2CC(C(=O)N(C)CC(=O)Nc3cccc(F)c3)CC2=O)cc1OC (centres undefined) | -30 | 99 | 103 | 0 | -6 | 2 | 1.1 | 0 | -5
Cc1ccc(NS(=O)(=O)c2ccc(NC(=O)C3CC3)cc2)c(C)c1 | -9 | 104 | 102 | 1 | -9 | -20 | -1.7 | 7 | 8
CC(=O)Nc1cccc(NC(=O)CSc2nc(C)c(C)c(C)c2C#N)c1 | -16 | 92 | 93 | -2 | -7 | 38 | -2.8 | -5 | 15
CCC(C)NC(=O)CSc1nc2scc(-c3ccccc3)c2c(=O)[nH]1 (centres undefined) | -11 | 106 | 101 | -3 | 2 | -6 | -0.7 | 2 | 9
